Compound activity: PubChem BioAssay, The Scripps Research Institute Molecular Screening Center
FBW7 act: activators of human E3 ligase FBW7. normalized activity (activation), % at 26.1 µM. 0.13% of 650,000 active. AlphaScreen FBW7–phospho-cyclin E peptide binding, activator screen; in the data active means normalized activity above about 1.9%;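 further: purified mutant Fbw7 with reduced substrate affinity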
MITF inh: inhibitors of human MITF | AlphaScreen MITF homodimerization, bead proximity signal | O75030 | 0.91% of 650,000 active | inhibition, % at 2.6 µM; in the data active means inhibition above about 50%;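 further: 0% = vehicle wells with protein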
Target sequence (O75030 whole entry, looked up): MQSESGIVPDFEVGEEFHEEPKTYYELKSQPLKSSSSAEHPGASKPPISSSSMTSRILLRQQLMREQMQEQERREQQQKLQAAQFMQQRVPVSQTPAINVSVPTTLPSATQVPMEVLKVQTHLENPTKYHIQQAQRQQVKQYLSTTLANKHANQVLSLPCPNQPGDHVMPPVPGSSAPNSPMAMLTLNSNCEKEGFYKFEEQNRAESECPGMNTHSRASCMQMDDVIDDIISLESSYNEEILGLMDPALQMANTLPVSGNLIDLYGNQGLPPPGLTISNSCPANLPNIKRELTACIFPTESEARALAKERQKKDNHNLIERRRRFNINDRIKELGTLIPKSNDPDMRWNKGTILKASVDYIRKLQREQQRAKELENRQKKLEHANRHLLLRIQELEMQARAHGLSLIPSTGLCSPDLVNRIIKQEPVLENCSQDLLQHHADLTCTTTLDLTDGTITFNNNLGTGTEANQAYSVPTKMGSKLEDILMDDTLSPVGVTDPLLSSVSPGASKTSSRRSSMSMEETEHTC
TEAD-YAP block: TEAD-YAP interaction inhibition | HEK-TIYL cells, TEAD-Gal4/YAP UAS-luciferase luminescence | inhibition, % at 9.12 µM | 1.4% of 640,000 active | AID 1259422; in the data active means inhibition above about 32%;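 further: 0% = median of test compound wells and 100% = reference inhibitor wells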
GPR151 ag: activates the human receptor GPR151; activation, % at 11.2 µM; 1% of 650,000 active; Q8TDV0; PathHunter beta-arrestin GPR151 cells, luminescence; AID 1508602; in the data active means activation above about 4.9%;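 further: 0% = median of compound wells and 100% = cells with positive control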
Target sequence (Q8TDV0 whole entry, looked up): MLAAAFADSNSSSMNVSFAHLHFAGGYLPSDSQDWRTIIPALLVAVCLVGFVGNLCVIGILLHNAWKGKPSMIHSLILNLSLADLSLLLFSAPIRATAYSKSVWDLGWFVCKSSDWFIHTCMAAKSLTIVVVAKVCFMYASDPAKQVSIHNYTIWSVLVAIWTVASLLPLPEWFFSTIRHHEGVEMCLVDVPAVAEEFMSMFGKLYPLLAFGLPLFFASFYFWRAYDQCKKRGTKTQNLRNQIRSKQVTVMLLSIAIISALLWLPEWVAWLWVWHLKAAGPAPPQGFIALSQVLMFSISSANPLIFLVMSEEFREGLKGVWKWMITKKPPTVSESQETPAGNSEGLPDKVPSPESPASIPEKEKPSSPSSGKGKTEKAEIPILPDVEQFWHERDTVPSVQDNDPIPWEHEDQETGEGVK
Active calls of the source: *; & = joins results of further samples.

Sample of the layout (2 entries):
SMILES | FBW7 act | MITF inh | TEAD-YAP block | GPR151 ag
Clc1ccc(-c2cnn3c(NCCc4ccccn4)ccnc23)cc1 | -0.2 | 13 | -52 | 0.9
NC(=O)c1c(NC(=S)NC(=O)Cc2ccc(Cl)cc2)sc2c1CCCCCC2 | 0.0 | 5 | 8 | 0.9

Results, repeating the preview:
SMILES | FBW7 act | MITF inh | TEAD-YAP block | GPR151 ag
Clc1ccc(-c2cnn3c(NCCc4ccccn4)ccnc23)cc1 | -0.2 | 13 | -52 | 0.9
NC(=O)c1c(NC(=S)NC(=O)Cc2ccc(Cl)cc2)sc2c1CCCCCC2 | 0.0 | 5 | 8 | 0.9
COc1ccc(/C=N/n2c(C(F)(F)F)n[nH]c2=S)c(OC)c1 | -0.1 | -12 | -6 | -0.1
Cc1cc(-c2cnc(C)nc2C2CCN(C(=O)C(C)C)CC2)on1 | 0.1 | -3 | 7 | 0.7
COc1ccc(Cl)cc1NC(=S)N(CCCN1CCCCCC1)Cc1ccco1 | -0.3 | -9 | 5 | -1.4
O=[N+]([O-])c1cccc(S(=O)(=O)n2c(SCc3ccc(Cl)cc3)nc3ccccc32)c1 | 0.1 | -11 | -28 | 1.1
O=C(/C=C/c1cccc(Cl)c1Cl)Nc1cc2ccccc2oc1=O | -0.1 | 9 | -1 | 0.5
Cc1nn(C)cc1CN(C)Cc1ccc(OCC(O)CN2CCCCC2)cc1 (centres undefined) | 0.0 | -6 | -4 | 0.4
CCCCC(CC)CNC(=O)C(=O)OCC (centres undefined) | 0.1 | -8 | 3 | 0.1
NC(=O)c1ccccc1NC(=O)c1cccc(C(=O)Nc2ccccc2C(N)=O)c1 | 0.8 | 19 | 17 | -0.9
O=C(Cc1ccc(Cl)cc1)c1ccc(O)cc1O | -0.1 | -1 | -17 | -1.3
CC(C)C(c1nnnn1Cc1ccc2c(c1)OCO2)N1CCN(c2ccc(F)cc2)CC1 (centres undefined) | -0.1 | -7 | -4 | -0.5
Nc1nc(F)c(Cl)c2c1Oc1ccccc1O2 | 0.6 | -1 | 4 | 0.2
CCn1cc(C2=NOC(C(=O)Nc3cc(Cl)ccc3OC)C2)c(C)n1 (centres undefined) | -0.1 | 3 | 0 | 0.7
CCOC(=O)C(=O)Nc1sc(C(=O)Nc2ccc(Cl)cc2)c(C)c1C(=O)OC | 0.0 | 4 | 2 | 1.4
Cc1ccc(-n2ncc3c(=O)n(CC(=O)Nc4ccc(C(N)=O)cc4)cnc32)c(C)c1 | -0.2 | 3 | -1 | -0.2
COc1cc2c(cc1NC(=O)C/C(C)=N/NC(=O)COc1ccccc1)oc1ccccc12 | -0.1 | -8 | -22 | 1.6
CC(=O)Oc1ccc(C(=O)Nc2ccccc2C(F)(F)F)cc1 | 0.1 | 14 | 6 | 2.5
CCC(=O)NCCNc1nc2c(c(=O)n(C)c(=O)n2C)n1Cc1ccccc1F | -0.1 | -12 | -1 | 0.3
CCc1ccc(NC(=O)C(=O)NCCO)cc1 | -0.2 | -7 | -44 | 0.3
CCc1ccc(Nc2nc(-c3cc4cc(Cl)ccc4oc3=O)cs2)cc1 | 0.4 | 8 | 2 | 1.0
COc1cc(/C=C2/C(=N)N3N=C(C(C)C)SC3=NC2=O)ccc1OCCOc1ccc(C)cc1C | 0.0 | 7 | -3 | -0.3
COc1ccc(Cl)cc1NC(=O)CSC1=NCCS1 | 0.0 | -4 | 9 | 0.6
CC12C=CC3(O1)C(C(=O)N(Cc1ccccc1)C3C(=O)NC1CCCCC1)C2C(=O)Nc1ccc(Cl)c(Cl)c1 (centres undefined) | 0.0 | 1 | 2 | -0.7
O=C(Nc1cnc2cnc(-c3ccc(O)cc3)cn12)c1ccccc1 | 0.0 | 2 | -12 | 3.7
COc1ccc(C2=NN(C(=O)CCC(=O)O)C(c3cn(-c4ccccc4)nc3-c3ccc(C)cc3)C2)cc1 (centres undefined) | 0.5 | 22 | -6 | -0.3
CC1(C)CC(=O)C2=C(C1)Nc1ccccc1N(C(=S)Nc1ccccc1)C2c1cccnc1 (centres undefined) | 0.0 | 0 | -3 | 1.7
O=[N+]([O-])c1ccc(N=P(c2ccccc2)(N2CCCC2)N2CCCC2)cc1 | 0.0 | 18 | -9 | -2.0
O=C(CCCn1cccc1)Nc1nc2ccccc2s1 | -0.3 | 8 | -61 | -0.7
COc1ccc(C(O)(C(=O)O)C(F)(F)F)cc1OC (centres undefined) | -0.1 | 1 | 6 | -0.6
Cc1ccc(NC(=O)CSc2nnnn2-c2ccccc2)cc1Cl | 0.1 | 21 | 13 | 0.5
Nc1nnc(COc2ccc(Cl)cc2)s1 | 0.3 | 7 | -6 | 0.4
COc1ccc(OCc2nc3ccccc3n2CC(C)C)cc1 | 0.0 | 3 | -48 | 0.3
O=C(NCc1ccco1)c1cc2nc(-c3ccc(F)cc3)cc(C(F)(F)F)n2n1 | 0.1 | -6 | 0 | 0.4
COc1ccc(OCCN2C(=O)C(=O)c3cccc(C)c32)cc1 | 0.0 | 9 | -9 | -2.1
Nc1nnc(SCC(=O)NCc2ccc3c(c2)OCO3)s1 | 0.8 | 22 | 3 | -1.2
Cc1ccc(S(=O)(=O)N2CC=C(c3ccc(F)cc3)CC2)cc1 | 0.0 | 3 | -6 | -1.1
Cc1ccc(/C=C/C(=O)NCc2ccccn2)o1 | -0.7 | 61* | 1 | 1.5
CC(C)(C)N(Cc1ccccc1)C(=O)COC(=O)c1ccc(Cl)cc1N | 0.0 | -45 | -3 | 0.0
CSc1nnc(-c2ccccc2Cl)n1N | -0.2 | 0 | 7 | -0.6
CCc1ccccc1NC(=O)CN1CCC(n2nnc3ccccc32)CC1 | 0.2 | 18 | -12 | 1.6
O=C(Cc1ccc(Br)cc1)NCCc1ccccc1 | 0.4 | -15 | -27 | -0.2
COc1cc2[nH]c(=S)nc(NCC3CCCO3)c2cc1OC (centres undefined) | 0.1 | 0 | -8 | -2.2
COCCOC(=O)c1c(C)oc2ccc(OCC#N)cc12 | 0.1 | 4 | -11 | 11*
CCOc1ccccc1C1C(C(=O)OC(C)C)=C(C)NC2=C1C(=O)C(C(=O)OC)C(C)C2 (centres undefined) | -0.1 | -5 | -1 | 0.0
COc1ccc(C2C(C(=O)Nc3ccccc3)=C(C)Nc3nnnn32)cc1OC (centres undefined) | 0.1 | -5 | -8 | -0.2
Cc1ccc2ncnc(Nc3ccc(I)cc3)c2c1 | 0.4 | 3 | -9 | -0.3
CC1(C)Cc2c(C#N)c(NCC3CCCO3)nc(-c3ccccc3)c2CO1 (centres undefined) | 0.1 | -1 | -5 | -0.1

Five entries picked at random from the list so far, as already listed:
SMILES | FBW7 act | MITF inh | TEAD-YAP block | GPR151 ag
CC(C)(C)N(Cc1ccccc1)C(=O)COC(=O)c1ccc(Cl)cc1N | 0.0 | -45 | -3 | 0.0
CCc1ccccc1NC(=O)CN1CCC(n2nnc3ccccc32)CC1 | 0.2 | 18 | -12 | 1.6
O=C(Cc1ccc(Br)cc1)NCCc1ccccc1 | 0.4 | -15 | -27 | -0.2
Cc1ccc(/C=C/C(=O)NCc2ccccn2)o1 | -0.7 | 61* | 1 | 1.5
Cc1ccc2ncnc(Nc3ccc(I)cc3)c2c1 | 0.4 | 3 | -9 | -0.3

Later entries.
SMILES | FBW7 act | MITF inh | TEAD-YAP block | GPR151 ag
CN(C(=O)c1nn2c(C(F)(F)F)cc(-c3ccc(Br)cc3)nc2c1Cl)C1CCCCC1 | 0.2 | 22 | 7 | -0.3
N#CC1=C(N)Oc2n[nH]c(-c3cccs3)c2C1c1ccccc1Cl (centres undefined) | -0.3 | -7 | 1 | -0.5
COC(=O)C(C)Oc1ccc2c(=O)c(Oc3cc(C)ccc3C)coc2c1 (centres undefined) | 0.0 | 10 | 5 | -0.2
O=C(/C=C/c1cccc([N+](=O)[O-])c1)Nn1c(-c2cccs2)nc2ccccc2c1=O | 0.0 | -4 | 5 | 1.0
CC(=O)NC1=NN(C(C)=O)C(c2cccc(OC(F)(F)C(F)F)c2)S1 (centres undefined) | -0.1 | 3 | 4 | 1.1
Cc1[nH]c(=O)[nH]c(=O)c1CSCC(=O)OCC(=O)Nc1cccc(Cl)c1 | 0.0 | 8 | -3 | 4.7
O=C(c1ccno1)N1CCN(c2ccc3cccc(-c4ccccc4F)c3n2)CC1 | -0.1 | 3 | 1 | -2.4
COCC(=O)Nc1cnn(-c2ccc(C(=O)N3CCN(C4CCCCC4)CC3)cc2)c1 | 0.8 | -7 | -10 | 0.5
Cc1cc(C)cc(OC(C)C(=O)Nc2ccccc2)c1 (centres undefined) | 0.2 | 8 | 0 | 0.1
COc1ccc(/C=C2/Oc3ccccc3N(CC(=O)O)C2=O)cc1 | 0.3 | 1 | 3 | -0.2
O=C(Nn1c(-c2ccc(Br)cc2)nc2ccccc2c1=O)c1ccccc1F | 0.4 | 19 | 8 | -1.3
C(=C\CSc1ncn[nH]1)/CSc1ncn[nH]1 | 0.1 | 9 | 2 | -1.0
C=CCNC(=O)c1ccc2c(c1)N(Cc1ccccc1)C(=O)CS2 | -0.1 | -6 | 14 | 0.8
CCCOc1ccc(NC(=O)CC2C(=O)N(c3ccc(Cl)cc3)C(=S)N2Cc2cccnc2)cc1 (centres undefined) | 0.1 | 10 | -3 | 0.4
Cc1cc(C)nc(NC(=O)/C=C/c2cccc([N+](=O)[O-])c2)c1 | -0.1 | 6 | -1 | 0.3
Cc1ccc(NC(=O)c2cc3c(=O)n4ccccc4nc3s2)cc1Cl | 0.1 | 5 | -14 | -0.8
CCCn1nnc(NC(=O)c2cccc3ccccc23)n1 | 0.2 | 3 | -1 | -0.6
O=C(NCc1ccccc1)c1cccc(-c2ccc(N3CCOCC3)nc2)c1 | 0.0 | -6 | -32 | 0.7
Cn1c2c(c(=O)n(C)c1=O)C(c1ccc(Cl)cc1)C1=C(CC(C)(C)CC1=O)N2 (centres undefined) | -0.1 | -5 | -2 | 5.5*
CC(=O)N1CCc2cc(Br)cc(S(=O)(=O)N3CCc4ccccc43)c21 | -0.2 | -5 | 0 | 0.1
Cn1c(/C(C#N)=C(\O)c2ccc(N3CCCC3)cc2)nc2ccccc21 | 0.0 | 9 | 1 | 1.2
COc1ccc(-c2csc3nc(C)n(-n4c(C)ccc4C)c(=O)c23)cc1 | 0.0 | 2 | 0 | -0.9
CCOP(=O)(OCC)C(NC(=O)OC)C(=O)c1ccccc1 (centres undefined) | 0.1 | -9 | -3 | 0.3
Cc1ccc(C(=O)N[C@H]2C[C@H]3C(=O)N[C@@H](Cc4ccc(Cl)cc4)C(=O)N3C2)cc1 | -0.2 | 8 | 16 | -0.3
CCOC(=O)C1(CCCc2ccccc2)CCN(C(=O)c2cc(C)[nH]n2)CC1 | 0.1 | 6 | -8 | 0.1
Cc1ccc(/C(=C\CN2CCCC2)c2ccccn2)cc1 | 0.0&0.6&0.0&0.3 | 13&-2&8&21 | -3&-6 | 0.9&-0.2&-0.3&-2.2
CCOc1cc(C2C(C(=O)OC)=CN(C)C=C2C(=O)OC)cc(Br)c1OC | 1.2 | 3 | -5 | -0.6
CS/C(N)=N\N=C\c1cc(C)cc(/C=N/N=C(/N)SC)c1O | -0.9 | -5 | -28 | 1.6
CCN(CC)C(=O)C1CC(=O)c2sc(NC(=O)c3ccc4c(c3)OCO4)nc2C1 (centres undefined) | 0.1 | -11 | -8 | -0.9
O=S(=O)(c1ccc(Br)cc1)n1c(SCc2cccnc2)nc2ccccc21 | 0.1 | -10 | -22 | -1.8
CC(C)(C)OC(=O)NC(CC(=O)OCc1ccccc1)C(=O)O (centres undefined) | -0.1 | 14 | 2 | -0.1
Cn1c(=O)c2c(O)cc(=O)oc2c2ccccc21 | 0.6 | 6 | 1 | -0.9
O=C(Oc1ccc(-c2ccc(OC(=O)c3ccccc3Br)cc2)cc1)c1ccccc1Br | 0.1 | 7 | 0 | 1.9
Cc1ccc(S(=O)(=O)NNC(=O)c2ccoc2C)cc1 | -0.2 | -1 | -7 | 1.1
Cc1cc(C)cc(Oc2nc3ccccn3c(=O)c2/C=C(\C#N)C(=O)NCC2CCCO2)c1 (centres undefined) | -0.1 | 19 | 12 | -7.8
COc1ccc(/C=N/Nc2ccccn2)c(OC)c1OC | -0.1 | 2 | -34 | 0.8
O=S(=O)(NCC1(c2ccccc2)CCOCC1)c1ccc2c(c1)OCCO2 | -0.2 | 6 | -7 | 1.5
O=C(CSc1nnc(NC(=O)c2cccc3ccccc23)s1)NCc1ccco1 | -0.1 | -5 | -7 | -0.8

Whole records, looked up by structure.
O=C(Cc1ccc(Cl)cc1)c1ccc(O)cc1O is listed as FBW7 act = -0.1; MITF inh = -1; TEAD-YAP block = -17; GPR151 ag = -1.3
CCOc1ccccc1C1C(C(=O)OC(C)C)=C(C)NC2=C1C(=O)C(C(=O)OC)C(C)C2 (centres undefined) is listed as FBW7 act = -0.1; MITF inh = -5; TEAD-YAP block = -1; GPR151 ag = 0.0
O=[N+]([O-])c1ccc(N=P(c2ccccc2)(N2CCCC2)N2CCCC2)cc1 is listed as FBW7 act = 0.0; MITF inh = 18; TEAD-YAP block = -9; GPR151 ag = -2.0
